Source: PubChem BioAssay (several laboratories)
HIF-2a inh = blocks HIF-2a reporter activity; 786-0 RCC cells HIF-2a reporter, luciferase luminescence, overnight; AID 624352; inhibition, % at 18.8 µM; 360,000 compounds, 0.72% hits;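 active = inhibition of the luminescence signal of 40% or more relative to plate controls, in a single-dose primary screen at 18.75 µM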
Peg3 prom inh = reduces Peg3 promoter-driven luciferase expression in HeLa | inhibition, % at 20 µM | HeLa PEG-Prom luciferase reporter, luminescence, overnight | 360,000 compounds, 1.7% hits;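 active = inhibition of at least 50% at 20 µM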
NR2E3 ag-1 = agonists of human NR2E3 nuclear receptor | Q9Y5X4 | CHO-S Gal4-NCOR/VP16-NR2E3 two-hybrid, luciferase | inhibition of corepressor binding, % at 3.98 µM | 360,000 compounds, 0.35% hits | AID 602229;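 active = inhibition above the mean of all tested compounds plus 3 SD, cut at about 70% in these data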;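 note: 0% = DMSO with NR2E3 transfected cells and 100% = cells lacking NR2E3 construct; higher means lower luciferase signal from less NR2E3 corepressor binding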
Target sequence (Q9Y5X4 whole entry, looked up, the tested form may be a part): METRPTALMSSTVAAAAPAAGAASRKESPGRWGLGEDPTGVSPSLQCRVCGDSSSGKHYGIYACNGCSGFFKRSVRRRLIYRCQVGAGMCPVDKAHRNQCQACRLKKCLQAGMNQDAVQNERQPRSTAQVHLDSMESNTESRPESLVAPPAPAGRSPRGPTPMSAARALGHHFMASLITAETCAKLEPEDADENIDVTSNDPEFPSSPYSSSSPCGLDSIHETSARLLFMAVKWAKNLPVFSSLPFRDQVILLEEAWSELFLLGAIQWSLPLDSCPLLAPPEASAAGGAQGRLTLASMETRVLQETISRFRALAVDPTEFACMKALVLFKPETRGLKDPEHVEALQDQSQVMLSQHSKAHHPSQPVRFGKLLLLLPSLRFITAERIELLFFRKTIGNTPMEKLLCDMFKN
Shn3 inh set2 = inhibitors of Schnurri-3 3'UTR reporter in osteoblasts; Clone20 osteoblast Shn3 3'UTR firefly luciferase, 24 h; inhibition, % at 12.5 µM; 360,000 compounds, 0.52% hits; AID 588674;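 active = mean inhibition of at least 75% with every replicate also reaching 75%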;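 note: 0% = median of neutral control wells and 100% = pilot-screen positive control compound; some compounds past the cut are filed as inactive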
NR2E3 ag-2 = activates human photoreceptor nuclear receptor NR2E3; Q9Y5X4; GST-NR2E3/biotin-RetCOR TR-FRET, 1536-well; inhibition of corepressor binding, % at 4.78 µM; 320,000 compounds, 0.12% hits; AID 2300;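 active = percent inhibition above the cutoff of mean plus 3 SD of all tested compounds, set per screening campaign, cut at about 20% in these data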;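 note: 0% = DMSO wells and 100% = biotin wells as full block of FRET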
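System: GST-tagged NR2E3 plus biotinylated RetCOR corepressor; Buffer or medium: pH 7.5 Tris-based buffer; Probe or stimulus: RetCOR corepressor, biotinylated, 7 nM; Doses: compound at 4.8 µM, single dose; Schedule: 5 h incubation at 4 °C; Technique: time-resolved FRET; Evaluation: percent inhibition of TR-FRET ratio; Replication: one well per compound, singlicate testing.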
KKLEB tox = CF airway cell cytotoxicity counter-screen; KKLEB CF airway cells viability, ATPlite luminescence, overnight; stronger effect = lower value; cells stimulated with P. aeruginosa culture filtrate; activity change (cytotoxicity), % at 5 µM; 360,000 compounds, 0.36% hits; AID 602141;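 active = corrected activity change at or below -50% at 5 µM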
TROY signal inh = TROY signaling inhibition. Q293 LMP1-TROYcd NF-kB luciferase reporter, 4 h. inhibition, % at 10 µM. 360,000 compounds, 0.98% hits. AID 1347056;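 active = compounds whose plate-normalised and pattern-corrected inhibition of the luciferase reporter signal at the single screening dose is 50% or more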
TWEAK-Fn14 inh = blocks TWEAK-Fn14 interaction in a reporter cell assay. TWEAK-stimulated Fn14 reporter cells, luciferase luminescence, 8 h. inhibition, % at 10 µM. 360,000 compounds, 2% hits. AID 1159606; in the data active = inhibition above about 50%
MITF TRPM1 inh = reduces MITF-dependent TRPM1 promoter luciferase signal; SK-MEL-5 TRPM1 promoter luciferase, 24 h; inhibition, % at 12.5 µM; 330,000 compounds, 0.83% hits; AID 488899;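 active = mean inhibition across replicates of 60% or more, whatever share of single replicates reaches that level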; note: values of inactives mirror those of a sister screen read the other way
CF NFkB block = cystic fibrosis NF-kB activation inhibition | KKLEB NF-kB-GFP reporter, PAF-induced, GFP fluorescence overnight | inhibition, % at 5 µM | 360,000 compounds, 0.86% hits;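 active = at least 50% inhibition at 5 µM, scaled per plate between neutral and stimulator controls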;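 note: PAF is a Pseudomonas aeruginosa culture filtrate used as stimulus; plate controls were PAF-stimulated DMSO wells for no effect and unstimulated DMSO wells for full effect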
TRAIL sens C8 = caspase-8 TRAIL sensitization; NB7+C8 cells + TRAIL, ATPlite viability luminescence; inhibition (viability loss, TRAIL sensitization), % at 10 µM; 360,000 compounds, 1% hits; AID 624354;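 active = compounds causing at least 50% loss of cell viability in the single-dose screen, relative to plate controls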
* hit, by the source's call; x = no result given. An excerpt; the hit share may differ from the screen's.

SMILES	HIF-2a inh	Peg3 prom inh	NR2E3 ag-1	Shn3 inh set2	NR2E3 ag-2	KKLEB tox	TROY signal inh	TWEAK-Fn14 inh	MITF TRPM1 inh	CF NFkB block	TRAIL sens C8
O=C(CSc1nc(=O)n(CCN2CCOCC2)c2c1CCCC2)Nc1ccc(F)cc1F	14	9	-19	-4	-3	-12	-2	-4	2	-8	16
Cc1ccccc1-n1c(SC(C)C(=O)NCC2CCCO2)nnc1-c1ccncc1 (stereo not given)	9	3	10	-4	x	11	-17	7	0	-8	-15
COc1cc(/C=N/Nc2ccc(S(N)(=O)=O)cc2)cc(OC)c1OC	-2	-8	-30	-66	1	4	6	12	-14	-25	22
COC(=O)c1sccc1NC(=O)c1ccccc1[N+](=O)[O-]	18	6	-24	16	0	15	8	1	1	-5	4
CC(C(=O)N1CCc2ccccc21)N1CCN(c2ccccn2)CC1 (stereo not given)	11	0	-10	2	3	-7	8	19	3	0	-8
CCOC(=O)Cc1cc(=O)n2[nH]c(C)c(-c3ccccc3OC)c2n1	15	9	7	2	3	-1	17	18	-1	5	-4
CC(C)Cc1cc(C(=O)Nc2cccnc2)no1	-168	-118	-45	-81	0	3	-34	29	x	5	-6
COc1cc(OC)c(N(C)S(=O)(=O)c2cccc(C(=O)OCC(=O)N3CCOCC3)c2)cc1Cl	14	-2	15	12	x	-5	-17	11	-21	-5	-4
Cc1cc(=O)oc2cc(OCC(=O)N3CC[C@@]4(O)CCCC[C@H]4C3)c(Cl)cc12	0	15	-7	-23	-2	-9	15	-22	8	-15	-14
O=C(COC(=O)c1sc2ccccc2c1Cl)NC1CCCCC1	-7	9	-2	7	-4	-4	-24	5	3	-2	10
COc1cc(/C=C/C(=O)OCC(=O)NC2CC2)cc(S(=O)(=O)N2CCc3ccccc32)c1OC	14	16	10	-15	4	3	1	7	7	17	1
O=C1c2ccc3c4c(ccc(c24)C(=O)N1NC(=O)C(F)(F)F)CC3	12	-8	-20	12	2	-4	-3	9	13	-28	-10
O=C(NCCCn1ccnc1)Nc1cccc(Cl)c1	-5	0	-18	8	-3	-6	-15	1	-9	12	-11
COc1ccc(/C=C2\Oc3cc(OCC(=O)N4CC(O)C[C@H]4C(=O)O)ccc3C2=O)cc1OC (stereo not given in full)	10	-2	-10	1	-4	3	-1	11	10	-8	-3
O=C(Nc1cc(C(F)(F)F)ccc1-n1cncn1)c1ccc(-c2ccccc2)cc1	-11	16	-15	17	3	-21	8	11	-9	14	18

5 compounds already listed, sorted by molar mass, high to low.
SMILES	HIF-2a inh	Peg3 prom inh	NR2E3 ag-1	Shn3 inh set2	NR2E3 ag-2	KKLEB tox	TROY signal inh	TWEAK-Fn14 inh	MITF TRPM1 inh	CF NFkB block	TRAIL sens C8
COc1ccc(/C=C2\Oc3cc(OCC(=O)N4CC(O)C[C@H]4C(=O)O)ccc3C2=O)cc1OC (stereo not given in full)	10	-2	-10	1	-4	3	-1	11	10	-8	-3
O=C(CSc1nc(=O)n(CCN2CCOCC2)c2c1CCCC2)Nc1ccc(F)cc1F	14	9	-19	-4	-3	-12	-2	-4	2	-8	16
O=C(Nc1cc(C(F)(F)F)ccc1-n1cncn1)c1ccc(-c2ccccc2)cc1	-11	16	-15	17	3	-21	8	11	-9	14	18
COC(=O)c1sccc1NC(=O)c1ccccc1[N+](=O)[O-]	18	6	-24	16	0	15	8	1	1	-5	4
CC(C)Cc1cc(C(=O)Nc2cccnc2)no1	-168	-118	-45	-81	0	3	-34	29	x	5	-6

Continued:
SMILES	HIF-2a inh	Peg3 prom inh	NR2E3 ag-1	Shn3 inh set2	NR2E3 ag-2	KKLEB tox	TROY signal inh	TWEAK-Fn14 inh	MITF TRPM1 inh	CF NFkB block	TRAIL sens C8
CCCC(=O)Nc1cc(C)c(NC(=O)c2ccncc2)cn1	14	8	-6	-2	1	4	7	1	3	-6	0
CCC(=O)NC(Nc1sc2c(c1C(=O)OC)CCC2)C(Cl)(Cl)Cl (stereo not given)	24	26	-3	11	0	16	-19	9	-3	-4	2
CC1(C(=O)NCc2ccc(C(F)(F)F)cc2)CCN1C1Cc2ccccc2C1 (stereo not given)	18	18	-7	9	x	-8	15	16	x	18	6
Cc1ccc(C(=O)Nc2cccc3[nH]c(C(F)(F)F)nc23)cc1	-4	19	-17	82	0	-6	38	38	6	13	17
CSc1ncccc1C(=O)Nc1nnc(C2CC2)s1	6	5	-11	8	-4	-1	-9	-10	-7	-3	-3
CC(=O)c1c(C)[nH]c(C(=O)CN2CCN(S(=O)(=O)c3ccc(C(C)C)cc3)CC2)c1C	16	7	29	11	5	1	8	-4	33	4	-1
ClCC(CNCc1ccccc1)c1ccccc1 (stereo not given)	9	16	2	2	x	-3	0	-2	18	-1	-11
CN(Cc1ccccc1)Cc1ccccc1F	8	11	-3	-11	24*	4	-17	4	-9	1	-19
O=C(Nc1ccc(NC(=O)C2CCCCC2)nc1)c1ccco1	-192	-168	-4	-20	1	-9	-17	-21	-57	13	-19
CC(C)(C)OC(=O)C[C@@H]1C/C=C\C[C@H](CC(=O)NCCO)C(=O)N[C@@H](c2ccccc2)COC1=O	6	1	-19	-18	x	4	-2	9	-8	8	-15
CC(=O)C1=C(O)CCC1=NCCc1ccccc1	8	2	3	-4	4	-10	-3	-1	-6	14	-5
Cc1ccc(C(=O)N2CCC(n3nccc3NC(=O)C3CCOC3)CC2)cc1 (stereo not given)	5	5	-27	2	5	9	6	-12	-15	2	-2
Cc1ccc(S(=O)(=O)N2CCN(C(=O)c3n[nH]c4ccccc34)CC2)cc1	7	18	-14	15	1	-3	7	-2	12	17	9
Cc1nnc(NC(=O)C(C)Sc2nnc(CNC(=O)c3ccccc3F)n2C)s1 (stereo not given)	1	1	14	1	-2	-20	-25	4	13	6	-11
Cc1ccc(S(=O)(=O)NNC(=S)NC(C)(C)C)cc1	11	6	13	-2	-1	0	-16	1	x	6	-2
O=C(C1CCCCC1)N1C[C@H](n2cc(-c3ccc(F)cc3)nn2)[C@@H](O)C[C@@H]1c1ccccc1	12	9	-15	-12	x	-2	8	-1	x	8	-1
C=CCOC(=O)C1=C(C)Nc2nnnn2C1c1cc(OC)ccc1OC (stereo not given)	21	17	6	1	1	1	-3	-9	-4	-2	-16
COCC(=O)N(C)C[C@H]1N[C@@](C)(C(=O)OC)[C@H]2C(=O)N(C)C(=O)[C@@H]12	5	-7	-24	5	x	6	-4	8	-3	-4	-9
Cc1cccc(C(=O)Nc2cccc(C(=O)N3CCOCC3)c2)c1	-41	-34	-38	-67	0	5	-15	-26	-2	17	-12
CCN(CC)CCNC(=O)CS(=O)Cc1nc(-c2ccc(C)cc2)oc1C (stereo not given)	2	2	1	-13	7	11	-31	11	-1	12	6
CCNCC(=O)N1c2ccccc2CCc2ccc(NC(=O)OCC)cc21	16	8	-5	4	-1	2	7	4	1	-7	-1
CCOC(=O)N/N=C(\C)c1cccs1	-107	-61	-7	-2	-2	-16	-15	-7	-23	7	-6
O=C(NN=C1CCC(=NNC(=O)c2cccnc2)CC1)c1cccnc1	7	5	18	-6	2	4	1	-9	-19	2	13
CCCCn1c(N)c(N(CCC(C)C)C(=O)C(C)N2C(=O)c3ccccc3C2=O)c(=O)[nH]c1=O (stereo not given)	9	2	6	-10	1	-8	-20	-14	6	8	1
Cc1ccc(-c2ocnc2C(=O)N2CCN(C(=O)c3cccs3)CC2)cc1	13	6	-1	-5	1	-3	-36	43	12	1	-1
O=C1CN(C(=O)c2ccc(Br)o2)C(c2ccc(F)cc2)c2cc(Cl)ccc2N1 (stereo not given)	31	35	-22	5	0	3	19	25	3	-2	18
CC1CCc2nc(NC(=O)CN3CCN(c4ccc(F)cc4)CC3)sc2C1 (stereo not given)	0	2	12	0	4	-15	20	-2	6	1	17
CC(Nc1nc(-c2cccnc2)nc2ccccc12)c1ccc(F)cc1 (stereo not given)	23	22	-13	5	1	-6	9	32	x	6	-10
COc1ccc(O)c(/C=N/NC(=S)NCCc2ccccc2)c1	-86	-14	35	-6	4	10	13	30	3	-31	10
CCOC(=O)C1=CC[C@@H](c2cc3ccc(OC)cc3n2C)N(S(=O)(=O)c2ccc(C)cc2)[C@H]1C(=O)OCC	11	4	-21	4	-1	2	1	-15	14	-18	-18
COc1ccc(NC(=O)CN2CCc3ccccc3C2)c([N+](=O)[O-])c1	-65	-58	-34	2	1	5	-14	-32	-27	0	11
Cc1ccc(-n2c(-c3ccncc3)nnc2-c2ccco2)cc1	10	16	23	1	0	-4	27	-2	-1	11	-10
Cc1ccc([N+](=O)[O-])cc1N(CC(=O)Nc1ccc(S(=O)(=O)Nc2cccc(C(F)(F)F)c2)cc1)S(C)(=O)=O	14	39	28	44	0	-7	70*	85*	8	-2	6
COCCNC(=O)c1cc2c(Br)ccc(Br)c2nc1N	-4	x	2	x	x	x	-1	3	x	x	13
O=C(N/N=C1/CC(c2ccccc2)Oc2ccccc21)C1CC1 (stereo not given)	4	-1	-5	-13	6	16	-25	-1	3	-10	-11
COCCN(C(=O)COC(=O)C1CCCCC1)c1c(N)n(Cc2ccccc2)c(=O)[nH]c1=O	4	-13	-10	0	x	-6	-5	16	x	-3	1
CCCCP(=O)(CCCC)CCP(=O)(c1ccccc1)c1ccccc1	8	6	1	-19	2	-2	7	-1	11	6	-7
COc1ccc(Cl)cc1Nc1nc(Cl)nc(NCCO)n1	13	5	16	-9	x	6	5	6	x	-86	3

Of the compounds above, 2 have a tert-butyl group:
SMILES	HIF-2a inh	Peg3 prom inh	NR2E3 ag-1	Shn3 inh set2	NR2E3 ag-2	KKLEB tox	TROY signal inh	TWEAK-Fn14 inh	MITF TRPM1 inh	CF NFkB block	TRAIL sens C8
CC(C)(C)OC(=O)C[C@@H]1C/C=C\C[C@H](CC(=O)NCCO)C(=O)N[C@@H](c2ccccc2)COC1=O	6	1	-19	-18	x	4	-2	9	-8	8	-15
Cc1ccc(S(=O)(=O)NNC(=S)NC(C)(C)C)cc1	11	6	13	-2	-1	0	-16	1	x	6	-2
